ST2 inh: inhibitors of human ST2 (IL1RL1) binding to IL-33, primary screen, biochemical, AlphaLISA; Interleukin-1 receptor-like 1 (Homo sapiens), Q01638; AlphaLISA ST2-Fc/biotin-IL-33 interaction, 1 h; inhibition, % for hits at 17 µM; 78,000 tested, 2.3% active; in the data active = inhibition above about 30%; inconclusive = mostly about 10% to 28%
Target sequence (Q01638 whole entry, looked up): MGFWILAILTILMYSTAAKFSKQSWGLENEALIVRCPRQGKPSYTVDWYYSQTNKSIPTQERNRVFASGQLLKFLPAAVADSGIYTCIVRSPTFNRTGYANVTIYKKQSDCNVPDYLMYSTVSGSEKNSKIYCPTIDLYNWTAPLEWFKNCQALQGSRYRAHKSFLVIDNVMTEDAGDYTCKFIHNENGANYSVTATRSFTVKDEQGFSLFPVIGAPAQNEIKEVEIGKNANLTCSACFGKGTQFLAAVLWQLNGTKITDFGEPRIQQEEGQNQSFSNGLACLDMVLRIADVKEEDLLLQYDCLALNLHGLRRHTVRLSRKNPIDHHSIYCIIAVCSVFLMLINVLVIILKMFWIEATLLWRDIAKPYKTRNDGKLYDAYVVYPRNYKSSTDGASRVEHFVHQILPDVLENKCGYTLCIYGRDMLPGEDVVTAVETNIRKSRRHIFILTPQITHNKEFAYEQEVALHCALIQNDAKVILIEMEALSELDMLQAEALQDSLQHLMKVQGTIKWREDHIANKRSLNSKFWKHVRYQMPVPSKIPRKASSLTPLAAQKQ
* marks the source's active call; other numbers are inactive results; i = inactive; ? = inconclusive.

SMILES	ST2 inh
Nc1ccc(-c2nc3ccccc3[nH]2)cc1	i
O=C(Nc1ccc(F)cc1)c1cnc(Nc2ccc(F)cc2)c2ccccc12	i
CCOC(=O)c1c(C)n(CC(C)C)c2c1cc(O)c1ccccc12	?
CC(C)C(NC(=O)C1CCCCC1)C(=O)Nc1ccc(F)c(Cl)c1 (stereo unspecified)	i
CCOC(=O)C1C(=O)C=C(c2ccc(OC)cc2)CC1c1ccco1 (stereo unspecified)	i
COc1ccccc1N=c1oc2ccc(Br)cc2cc1C(N)=O	i
O=C(NCCc1nc2ccccc2s1)c1cn2c(n1)CNCC2	i
COC(=O)CN(C)Cc1cnc(S(C)(=O)=O)n1CC(C)C	i
CCc1ccc2cc(-c3ccc(F)cc3)cn2c1	?
CC1(C)CC(C(CC#N)c2ccccc2)CCO1 (stereo unspecified)	i
CCOc1cccc(OCCOCCN2CCN(C)CC2)c1	i
COc1cccc(OCCOc2ccc(/C=C3\C(=O)NN(c4ccccc4)C3=O)cc2)c1	i
COc1ccc(NC(=O)COc2ccc(Br)cc2Br)c(OC)c1	i
CN(C)c1ccc(CN2C[C@H](O)C[C@H]2c2nc(-c3ccc4c(c3)OCO4)no2)cc1	i
CCn1cc(C(=O)NCCN(C)C)c2c3ccccc3n(C)c2c1=O	i

Exported with bars between the fields: 3 of the compounds above
canonical_smiles | ST2 inh
O=C(Nc1ccc(F)cc1)c1cnc(Nc2ccc(F)cc2)c2ccccc12 | i
COC(=O)CN(C)Cc1cnc(S(C)(=O)=O)n1CC(C)C | i
CCc1ccc2cc(-c3ccc(F)cc3)cn2c1 | ?

The list goes on.
SMILES	ST2 inh
COc1cc(/C=C2\Oc3cc(O)cc(O)c3C2=O)cc(OC)c1O	i
CCOC(=O)C1C(=O)C(=O)Nc2ccccc21 (stereo unspecified)	i
COc1ccc(OC(C)C(=O)Nc2ccc([N+](=O)[O-])cc2)cc1 (stereo unspecified)	i
COc1cc(/C=C2/C(=O)N(c3ccc(F)cc3)N=C2C)ccc1OCc1ccc(F)cc1	?
COc1ccc(NC(=O)c2ccc([N+](=O)[O-])cc2Cl)c(OC)c1	?
CCC(C)NC(=O)CN1C(=O)C2CCCCN2c2ccc(C(=O)N(C)C)cc21 (stereo unspecified)	i
COCC1(C(=O)N2CCNC(=O)C2CC(=O)OC)CCC1 (stereo unspecified)	?
CCOC(=O)c1c(NC(=O)COc2cc(C)ccc2C(C)C)sc(C)c1C	i
N#CC1=C(N)C(C#N)(C#N)C(c2cccc(Oc3ccccc3)c2)C2CCCC=C12 (stereo unspecified)	?
COC(Cn1ccnc1-c1ccc2c(c1)OCCO2)c1cccs1 (stereo unspecified)	?
CCOC(=O)c1c(C)n(C)c2ccc(OC(=O)c3cccc(Br)c3)cc12	i
O=C(CCCn1cnc([N+](=O)[O-])n1)Nc1cc(Cl)ccc1O	?
CC1=C(C(=O)OCCCc2ccccc2)C(c2ccc(C)s2)NC(=O)N1C (stereo unspecified)	i
CC1NC2(CCCCC2)CC(C)(C)c2ccccc21 (stereo unspecified)	i
O=C(c1c(F)cccc1Cl)N1CCN(S(=O)(=O)c2cc3c4c(c2)CCN4C(=O)CC3)CC1	i

An excerpt from above in order of count of non-hydrogen atoms, smallest number first:
SMILES	ST2 inh
CCOC(=O)C1C(=O)C(=O)Nc2ccccc21 (stereo unspecified)	i
CC1NC2(CCCCC2)CC(C)(C)c2ccccc21 (stereo unspecified)	i
COc1ccc(NC(=O)c2ccc([N+](=O)[O-])cc2Cl)c(OC)c1	?
COc1cc(/C=C2\Oc3cc(O)cc(O)c3C2=O)cc(OC)c1O	i
CCOC(=O)c1c(C)n(C)c2ccc(OC(=O)c3cccc(Br)c3)cc12	i
CC1=C(C(=O)OCCCc2ccccc2)C(c2ccc(C)s2)NC(=O)N1C (stereo unspecified)	i
COc1cc(/C=C2/C(=O)N(c3ccc(F)cc3)N=C2C)ccc1OCc1ccc(F)cc1	?

Remaining list, next part:
SMILES	ST2 inh
CN1CCC(N(C)Cc2cccc(Oc3ccccc3)c2)CC1	i
O=C(O)C1CC2(CCNCC2)CN1Cc1ccccc1OCCO (stereo unspecified)	i
O=S(=O)(NCc1ccccc1)c1cccc2nonc12	i
Cc1cc(C)n2nc(S(=O)(=O)Nc3cccc(F)c3)nc2n1	?
Cc1cccc(N2CCN(c3nc4nonc4nc3N3CCOCC3)CC2)n1	i
O=C(NCCc1c[nH]c2ccccc12)c1cn(Cc2ccccc2Cl)nn1	i
COc1cc(OC)cc(-c2cccc(C(C)N(C)C)c2)c1 (stereo unspecified)	?
O=C(Cn1cnc2c(cnn2-c2ccccc2)c1=O)NC1CCCCC1	i
O=C(Cc1ccccc1)N1CCN=C1SCc1ccc(Cl)cc1	i
CCN(C(=O)COc1ccccc1)c1nnc(-c2ccc(Cl)cc2)s1	?
COc1ccc(C(=O)n2nc(-c3ccc(OC)cc3)nc2N)cc1	i
CC(C)(C)c1ccnc(N[C@H]2CO[C@H]3[C@@H]2OC[C@@H]3NC(=S)NC2CCCCC2)n1	i
C=C(C)CN(C)Cc1ccc(C(=O)Nc2ccccc2Cl)cc1	?
CC(CN1CCC(C(N)=O)CC1)c1ccccc1 (stereo unspecified)	i
COc1cc(C(C)(C)C)cc(Br)c1O	?

Molecules above that have an NH in an aromatic ring, in the order listed:
SMILES	ST2 inh
Nc1ccc(-c2nc3ccccc3[nH]2)cc1	i
O=C(NCCc1c[nH]c2ccccc12)c1cn(Cc2ccccc2Cl)nn1	i

(more compounds)
SMILES	ST2 inh
CCOC(=O)c1c(C)n(C)c2ccc(OC(=O)c3ccc(OC)c(OC)c3)cc12	i
COC(=O)[C@H](Cc1ccc(OC)cc1)NC(=O)[C@@H]1CN(C(=O)NC(C)C)CCN1C(=O)NC(C)C	i
Cc1ccc(Cl)cc1N1CCN(CC(O)COc2ccc(F)cc2)CC1 (stereo unspecified)	i
CN(CC1CCN(c2ccccc2)C1)C(=O)c1c(O)cccc1O (stereo unspecified)	?
COC(=O)c1ccc(CN2CCCC(C(=O)Nc3cccc(-n4cccn4)c3)C2)cc1 (stereo unspecified)	?
O=C(c1cc2c(s1)CCCCC2)N1CC[C@H](O)[C@@H](O)C1	i
N/C(Cc1ccc([N+](=O)[O-])cc1)=N/OC(=O)N1c2ccccc2Sc2ccccc21	?
Cc1ccc(OCc2occc2C(=O)N2CCCn3cncc3C2)cc1	?
COc1ccc(C[C@H](NC(=O)[C@@]2(O)C[C@@H](O)[C@H](O)[C@@H](NC(=O)Nc3ccc(C(C)=O)cc3)C2)C(N)=O)cc1	i
COc1ccc(N2CCN(Cc3ccoc3)CC2)cc1	i
O=C(c1ccc2c(c1)OCO2)N1CCc2c([nH]c3ccccc23)C1c1ccccc1F (stereo unspecified)	i
CCN1CCCC1CNC(=O)CN1C(=O)COc2ccc(C)cc21 (stereo unspecified)	i
Clc1ccccc1CSc1nc2ccccc2[nH]1	i
O=C(O)c1cccc(-n2c(C3CCC3)n[nH]c2=O)c1	?
CCC(=O)NC(C)c1nc2ccccc2n1C (stereo unspecified)	i
c1ccc2nc(N3CC[C@H]4CC[C@@H](C3)N4)cnc2c1	i
CCOC(=O)c1cccnc1N1CCN(C2CC(C)(C)NC(C)(C)C2)CC1	i
CCN(CC1CCN(CCc2ccccc2C)CC1)C(=O)Cc1ccccn1	?
C=CCc1c(C)nc2c(C(=O)O)cnn2c1C	i
CSc1cccc(NS(=O)(=O)c2cccs2)c1	i
Cc1cc(C)[n+]2nc([S-])sc2n1	i
CCCCNC(=O)CN1C(=O)/C(=C/c2ccccc2F)Sc2ccccc21	i
CCn1cc(CN2CCCC(Nc3ccc4c(c3)OCO4)C2)c2ccccc21 (stereo unspecified)	?
CCN(CC)C(=O)CSc1nsc(SCC(=O)N(CC)CC)c1C#N	i
CCN(CC)S(=O)(=O)c1ccc2oc(C(=O)NC(C)c3ccccc3)c(C)c2c1 (stereo unspecified)	i
CC(=O)c1ccc2c(c1)c1cc(C(C)=O)ccc1n2CCC(C)C	i
COc1ccccc1NS(=O)(=O)c1cc(S(=O)(=O)Nc2ccccc2OC)c(C)cc1C	i
O=C(c1ccccc1)c1ccc(OCCCn2cnc3ccccc3c2=O)cc1	i
CC(C)c1[nH]nc2c1C(c1cccs1)C(C#N)=C(N)O2 (stereo unspecified)	i
Cc1cccc(C(=O)Nc2ccc(F)cc2)c1	i
Cc1cnccc1N1CCCN(Cc2cc(C#CCO)cs2)CC1	i
CC(c1ccc(-c2cc(C(=O)NC3CC3)ccn2)cc1)N1CCOCC1 (stereo unspecified)	?
CCc1ccc(C2=C(C)C(=O)N(CC(=O)NCc3cccs3)S2(=O)=O)cc1	i
NC(N)=NS(=O)(=O)c1ccc(NC(=O)C2CCCCC2)cc1	i
Cc1ccc(SCc2nc3ccccn3c2Br)cc1	i
O=C1CCCC2=C1C(c1ccc(Cl)cc1Cl)Nc1ccccc1N2 (stereo unspecified)	?
CCN1C(=O)CC(CC(=O)N(C)Cc2cccc3ncccc23)(c2cccc(C(F)(F)F)c2)C1=O (stereo unspecified)	i
O=C(c1cc(-c2ccc(Cl)c(Cl)c2)nc2ccccc12)N1CCOCC1	i
Cc1ccc(C)c(NC(=O)CCNC2CCN(C(=O)c3ccccc3)CC2)c1	i
CCc1ccc(S(=O)(=O)N2CCN(c3nc(C)cc(N4CCCC4)n3)CC2)cc1	?
COc1ccc2oc(=Nc3ccccc3F)c(C(=O)Nc3ccccc3)cc2c1	?
O=C1Nc2ccccc2N(O)N1c1cccc(Cl)c1	?
COc1ccc2cc(C3CN(C(=O)C4(N)CCC4)CCO3)ccc2c1 (stereo unspecified)	i
Cc1cccc(Cn2cnc3c(cnn3-c3ccccc3)c2=O)c1	i
CSc1ccc(C(=O)N(C)CC2CCN(CCc3ccc(Cl)cc3)CC2)cc1	i
Cc1cc(C)n(CC(=O)N2CCc3c(cnc(C)c3CNC(=O)/C=C/c3cccs3)C2)n1	i
CC1=CC[C@@H]2CN(C(=O)CCn3cnc4ccccc43)C[C@@H]2C1	?
Cc1ccc(NC(=O)C2CCCN2C(=O)c2ccc(-c3noc(C)n3)cc2)c(C)c1 (stereo unspecified)	i
O=C(NCC1CCCO1)C1c2ccccc2C(=O)N2CCc3ccccc3C12 (stereo unspecified)	i
CCOc1ccc(S(=O)(=O)Nc2ccc(Br)cc2)c2cccnc12	i
CCOc1ccc(-c2nc3s/c(=C\c4ccc(F)cc4)c(=O)n3n2)cc1	i
O=C(c1cccs1)N1CCN(c2ccc([N+](=O)[O-])cc2Cl)CC1	i
O=C(Nc1c2c(nn1-c1ccc(Cl)cc1)CSC2)c1ccc(Br)o1	i
O=C(NCC1CC(=O)N(C2CC2)C1)c1ccc2oc(Cc3ccc(Cl)cc3)nc2c1 (stereo unspecified)	i
O=Nc1c(-c2c(O)[nH]c3cc(Br)ccc23)[nH]c2ccccc12	?
CC(=O)N1CCC(N2C[C@H](O)C[C@H]2c2nc(-c3cnccn3)no2)CC1	i
CCc1nc2cccnc2n1C1CCN(S(=O)(=O)c2ccc3c(c2)CCCC3)CC1	i
CCOC(=O)c1cnc2ccccc2c1NCc1ccco1	i
CC(C)N1CCN(Cc2cccc3c2oc2ccccc23)CC1CCO (stereo unspecified)	i
Fc1cccc(/C=N\N=C/c2cccc(F)c2)c1	?

Of the compounds above, 5 contain an aryl thioether with sulfur outside any ring.
SMILES	ST2 inh
Clc1ccccc1CSc1nc2ccccc2[nH]1	i
CSc1cccc(NS(=O)(=O)c2cccs2)c1	i
CCN(CC)C(=O)CSc1nsc(SCC(=O)N(CC)CC)c1C#N	i
Cc1ccc(SCc2nc3ccccn3c2Br)cc1	i
CSc1ccc(C(=O)N(C)CC2CCN(CCc3ccc(Cl)cc3)CC2)cc1	i

Next part:
SMILES	ST2 inh
CCOC(=O)c1sc(=NC(=O)c2nc3ccccc3s2)n(C)c1C	i
NNc1nnc2c(n1)[nH]c1ccccc12	31.0%*
N#C/C(=C\c1ccc(O)c(O)c1)C(=O)NCCCc1ccccc1	?
CSc1nsc(SC)c1C(N)=O	i
COc1cc(/C=C2/C(C)=C(C#N)c3nc(N)c(C#N)c(C)c32)ccc1O	?
Cc1ccc(F)c(NC(=O)CN(Cc2ccccn2)CC2CCCO2)c1 (stereo unspecified)	?
Cc1cccn2c(=O)c3cc(C(=O)NCc4ccccc4)c(=N)n(CCOCCO)c3nc12	i
CC1=C2C(=O)O[C@@H](c3ccoc3)[C@]2(C)CCC1	i
COc1cccc(NS(=O)(=O)c2ccc3c(c2)c(=O)n(C)c(=O)n3C)c1	i
CCC(=O)Nc1nc2cc(NC(=O)C3CCN(S(=O)(=O)N4CCOCC4)CC3)ccc2s1	i
Cc1ccc(C(=O)N[C@H]2CO[C@H]3[C@@H]2OC[C@@H]3n2nnnc2Oc2ccc(-n3ccnc3)cc2)cc1	?
Cc1ccc(S(=O)(=O)Nc2ccc3oc(C)c(C(=O)OC(C)C)c3c2)c(C)c1	?
COc1ccc(/C=C(/NC(=O)c2ccco2)C(=O)Nc2cccc(C)c2)cc1	i
Cn1c(=O)[nH]c(=O)c2c1nc(CN1CCN(c3ccccc3F)CC1)n2Cc1ccc(F)cc1	i
Cn1c(=O)c2c(SCC(=O)N3CCCc4ccccc43)nc(-c3cccs3)nc2n(C)c1=O	?
COc1ccccc1S(=O)(=O)N[C@@H]1C[C@@H](CO)N(C)C1	i
O=C(NCC1CCCO1)c1cc(Sc2cccc(Cl)c2)nc2ccccc12 (stereo unspecified)	i
CN(Cc1cnc2c(-c3ccccc3)cnn2c1)Cc1noc2c1CCCC2	?
COc1cc(SC)ccc1C(=O)Nc1ccc(Br)cc1	i
O=C(O)CCCC(=O)Nc1cccc(Cl)c1Cl	?
CS(=O)(=O)NC1CCN(C(=O)c2cn(-c3ccccc3)nn2)CC1	i
CC1CN(c2ccc([N+](=O)[O-])cc2C2Oc3[nH]c(=O)[nH]c(=O)c32)CC(C)O1 (stereo unspecified)	i
Cc1nc2ccccc2c(=O)n1-c1ccc(N2CCOCC2)c(C(F)(F)F)c1	i
Cc1ccc(NC(=O)Nc2c(C)nc3nc[nH]n3c2=O)cc1F	i
O=c1[nH]cnc2sc3c(c12)CCCC3	?
CCC(C)n1c(=N)c(C(=O)NC2CCCC2)cc2c(=O)n3cccc(C)c3nc21 (stereo unspecified)	i

Screening data (PubChem)

Some of the compounds tested, so the mix of outcomes need not match the whole.
